# EBI2 block = EBI2 (human) antagonism; inhibition, % at 5 µM; actives 0.81% (n = 360,000); P32249; EBI2 beta-arrestin recruitment, luminescence, 7a,25-OHC stimulated; in the data active = inhibition above about 38%;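 also: enzyme fragment complementation signal reports receptor beta-arrestin coupling in cells; 0% = agonist plus DMSO wells and 100% = wells without agonist; some results beyond the cut were filed as inactive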
# Target sequence (P32249 whole entry, looked up, the tested form may be a part): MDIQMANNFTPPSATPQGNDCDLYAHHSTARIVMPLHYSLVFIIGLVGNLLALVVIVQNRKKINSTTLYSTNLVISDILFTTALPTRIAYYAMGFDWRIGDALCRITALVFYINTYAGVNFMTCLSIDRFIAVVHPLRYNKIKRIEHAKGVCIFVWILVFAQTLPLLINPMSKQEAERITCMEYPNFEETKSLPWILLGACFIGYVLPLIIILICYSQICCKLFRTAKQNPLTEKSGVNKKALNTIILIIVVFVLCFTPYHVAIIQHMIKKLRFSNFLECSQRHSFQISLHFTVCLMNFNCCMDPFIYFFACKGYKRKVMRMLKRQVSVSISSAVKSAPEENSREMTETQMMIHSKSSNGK
# Gli-Sufu antag = blocks Gli-Sufu signaling in a luciferase reporter; inhibition, % at 5 µM; actives 0.74% (n = 340,000); AID 588413; Sufu-KO-LIGHT fibroblasts, Gli luciferase reporter luminescence;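 active = inhibition above about 55%, limit read from the data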;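 also: 0% = DMSO-treated cells and 100% = wells with medium but no cells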
# Mdm2-MdmX inh = disrupts the human Mdm2-MdmX interaction | SaOS-2 split-luciferase Mdm2/MdmX complementation, luminescence | actives 3% (n = 330,000) | inhibition, % at 8 µM | O15151+Q00987;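 active = inhibition of at least 50% at 8 µM in the primary screen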
# CHOP UPR activ = activators of apoptotic arm of unfolded protein response (CHOP); CHO-CHOP luciferase reporter, UPR activation, luminescence; percent of tunicamycin response over DMSO baseline; actives 0.34% (n = 330,000); activation, % at 10 µM;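 active = at 10 µM dose, activation of 40% or more, normalized to positive control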;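 also: 100% = tunicamycin at 10 µg/mL and 0% = DMSO alone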
#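 Test system: CHO CHOP reporter cells. Input: 500 CHO-CHOP cells per well. Medium: F12 with 10% FBS. Technique: luciferase luminescence. Measure: percent activation relative to tunicamycin control. Dosing: 10 µM compound, 0.5% DMSO. Timing: 16-18 h cell attachment, then 6 h compound exposure, 37 °C.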
# 697 NFkB inh = inhibitors of the PMA/ionomycin-induced NF-kB reporter in 697 B cells | inhibition, % at 4 µM | actives 0.33% (n = 330,000) | 697 B-cell NF-kB luciferase reporter, 16 h; in the data active = inhibition above about 35%
# Jurkat NFkB inh = inhibitors of the PMA/ionomycin-induced NF-kB reporter in Jurkat cells; PMA/ionomycin-induced NF-kB luciferase reporter, luminescence; inhibition, % at 4 µM; actives 0.53% (n = 330,000); AID 435003; in the data active = inhibition above about 50%
# CCR6 antag = blocks CCL20-driven beta-arrestin recruitment at human CCR6. P51684. CHO-K1 CCR6 PathHunter beta-arrestin, luminescence, CCL20-stimulated. inhibition, % at 20 µM. actives 0.49% (n = 340,000). AID 493098;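 active = compounds whose inhibition of the agonist-driven luminescence signal at 20 µM reaches about 50%, limit read from the data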;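 also: cells stimulated with CCL20 at 14 nM final; plate controls were DMSO with CCL20 for no effect and DMSO without agonist for full effect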
# Target sequence (P51684 whole entry, looked up): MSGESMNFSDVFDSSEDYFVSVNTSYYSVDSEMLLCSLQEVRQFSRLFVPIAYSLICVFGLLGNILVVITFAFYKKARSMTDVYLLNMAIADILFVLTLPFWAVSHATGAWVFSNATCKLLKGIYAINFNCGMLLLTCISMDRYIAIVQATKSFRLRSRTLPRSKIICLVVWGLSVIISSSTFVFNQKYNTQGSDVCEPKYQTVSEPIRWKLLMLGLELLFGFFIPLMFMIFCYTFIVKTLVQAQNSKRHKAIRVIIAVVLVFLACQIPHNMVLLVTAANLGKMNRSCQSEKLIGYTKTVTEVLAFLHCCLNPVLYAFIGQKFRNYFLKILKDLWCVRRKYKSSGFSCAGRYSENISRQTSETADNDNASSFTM
# UPR XBP1 act = adaptive UPR (XBP1) activation; actives 0.33% (n = 330,000); activation, % at 20 µM; CHO-XBP1 luciferase reporter, IRE1-XBP1 UPR activation, luminescence; percent of tunicamycin response, DMSO as zero; AID 463104;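 active = versus positive control, 20 µM dose yields 30% or more activation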;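 also: 100% = tunicamycin at 10 µg/mL and 0% = DMSO only wells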
#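 Material: CHO cell line with stable XBP1 luciferase reporter; buffer or medium: F12 medium containing 10% fetal bovine serum; compound: single point, 20 µM final compound, 1% DMSO; incubation: 6 h treatment, 37 °C; measured by: glow luminescence from Steady-Glo reagent; evaluation: activation, % of tunicamycin; control set: tunicamycin high, DMSO low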
# CXCR6 inh = blocks human CXCR6 beta-arrestin recruitment. O00574. CHO-K1 PathHunter CXCR6 beta-arrestin, luminescence. inhibition, % at 20 µM. actives 0.36% (n = 360,000); in the data active = inhibition above about 34%, passing the limit was not always enough;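 also: antagonist mode with CXCL16 agonist at 10 nM final; 0% = 10 nM CXCL16 with DMSO and 100% = unstimulated wells without agonist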
# Target sequence (O00574 whole entry, looked up): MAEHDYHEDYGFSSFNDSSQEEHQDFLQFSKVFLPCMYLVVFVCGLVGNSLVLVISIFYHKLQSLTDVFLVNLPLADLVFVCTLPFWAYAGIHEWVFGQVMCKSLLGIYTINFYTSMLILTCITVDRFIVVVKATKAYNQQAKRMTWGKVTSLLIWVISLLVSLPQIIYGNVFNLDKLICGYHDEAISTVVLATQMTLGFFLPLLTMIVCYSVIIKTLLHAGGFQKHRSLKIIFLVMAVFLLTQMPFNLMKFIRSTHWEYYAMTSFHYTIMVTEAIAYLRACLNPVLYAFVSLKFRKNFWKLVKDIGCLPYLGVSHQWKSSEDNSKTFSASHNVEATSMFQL
# * hit, by the source's call; / = no result given.
cpd	Compound	CHOP UPR activ	Mdm2-MdmX inh	UPR XBP1 act	Gli-Sufu antag	CXCR6 inh	CCR6 antag	Jurkat NFkB inh	697 NFkB inh	EBI2 block
1	CC1CCN(S(=O)(=O)c2ccc(Cl)cc2)CC1	0.3	11.7	-3.2	10.6	5.9	12.4	6.6	4.4	0.2
2	CC1CCN(C(=O)CN2C(=O)C(C)(C)Oc3ccc(C(=O)NC4CCCC4)cc32)CC1	-0.9	2.3	-1.9	8.2	-5.1	1.4	16.2	-1.5	3.8
3	O=C(Cc1ccccc1)NCCCN1CCN(CCCNC(=O)Cc2ccccc2)CC1	-1.1	5.0	-0.5	1.7	-0.1	-14.4	8.9	23.5	-1.3
4	COc1ccc(Br)cc1CNC(=O)C1CCN(S(=O)(=O)N2CCC(C)CC2)CC1	5.8	23.5	-2.0	1.7	-1.6	-6.8	11.7	5.2	7.3
5	CCOC(=O)Cn1c(C)c(C#N)c2ccccc21	-1.4	21.7	-0.5	5.8	2.7	12.9	0.1	1.0	3.0
6	O=S(=O)(c1ccccc1)N1CCN(c2nc3ccccc3s2)CC1	7.3	-12.3	9.6	-52.7	-9.8	1.0	-31.2	-62.9	0.1
7	Cc1nn(C(C)C(=O)NC2CCC(C)CC2)c(=O)c2nn(-c3ccccc3)c(C)c12 (stereo not drawn)	4.8	14.6	1.3	-25.1	13.9	19.2	-28.4	-35.2	1.1
8	CCCOC(=O)CSc1nnc(-c2ccc(Cl)cc2Cl)o1	-1.3	-0.7	-7.1	-0.5	3.3	-21.3	-6.2	17.3	1.4
9	COc1ccc(CNc2cc(C)nc3ncnn23)c(OC)c1	1.4	-21.0	-3.7	52.1	-6.4	-0.2	46.8	21.1	-0.7
10	COc1c(C)cc(C(=O)C2CCCN(C(=O)/C=C/c3ccccn3)C2)cc1C (stereo not drawn)	1.2	-3.3	1.6	-9.9	-2.5	13.3	-8.2	-11.6	-0.8
11	COc1ccc(C)cc1NC(=O)C(Sc1nnc(-c2cccs2)o1)c1ccccc1 (stereo not drawn)	1.3	-3.4	-1.6	-5.3	2.4	18.8	-12.7	-2.3	-2.0
12	O=c1c2ccccc2ncn1Cc1ccc2c(c1)OCO2	3.9	-17.7	-0.7	-18.8	-5.4	29.2	-15.6	-20.3	1.6
13	Clc1cccc(CN2CCN(Cc3ccco3)CC2)c1	-0.2	18.8	-5.7	4.7	-1.6	5.1	-0.8	14.9	-4.9
14	COc1ccc2c(c1)[nH]c1c(N3CCSCC3)ncnc12	2.2	16.4	5.6	14.8	-26.3	0.8	12.8	-19.0	-2.4
15	CC12CCC(C[N+](C)(C)C1)C2(C)C (stereo not drawn)	1.4	2.0	-6.7	6.4	3.0	4.2	-0.9	20.4	-9.6
16	COc1ccc(C(=O)N2CCCC(N3CCN(c4ccccc4OC)CC3)C2)c(OC)n1 (stereo not drawn)	1.4	15.0	-3.7	12.6	-4.7	4.4	10.5	-2.0	5.3
17	Cc1cc(=O)[nH]c(SCC(=O)NCc2ccco2)n1	-1.1	1.1	-1.5	-2.6	3.8	5.3	1.8	1.3	-12.3
18	O=C(NC1CCN(Cc2ccccc2)CC1)c1cccc(OC(F)F)c1	-0.3	-12.6	-4.0	7.8	2.6	9.1	0.6	3.1	2.7
19	O=S(=O)(Nc1cccc(-n2cnnn2)c1)c1ccccc1	-1.1	37.3	-2.4	7.2	-7.7	12.7	0.1	-2.3	-9.5
20	O=C(c1ccccc1Br)N1CCn2c1nc1ccccc12	-3.2	8.8	-4.5	-2.3	-5.1	2.7	-0.8	13.7	8.4
21	CC(=O)Nc1ccc(OC(=O)CC2SC(=O)NC2=O)cc1 (stereo not drawn)	-1.0	8.6	1.1	8.8	5.6	-2.8	1.1	7.6	-7.7
22	COCCNc1ccc(N2C(=O)C3CCCCC3C2=O)cc1[N+](=O)[O-] (stereo not drawn)	2.3	11.1	-1.5	13.7	11.9	11.9	6.6	22.0	9.1
23	COC(=O)c1cc(OC(=O)c2ccc(=O)[nH]c2)cc(C(=O)OC)c1	0.0	10.1	-2.2	-8.4	4.7	-10.4	-5.5	11.3	-4.0
24	C/C=C(\C)C(=O)N1CC2(CC(c3cccc(NC(=O)COc4ccc(Cl)cc4)c3)=NO2)C[C@@H]1C(N)=O (stereo partly drawn)	-1.2	-23.8	-2.3	-0.6	-4.3	5.9	-1.8	26.0	4.2
25	Cc1ccc(C(=O)COC(=O)CCC(=O)NC2CCCCC2)cc1C	0.3	6.4	-0.1	-1.8	-2.9	-4.7	14.1	22.1	5.1

# Compound profiles (already shown). Order of values: CHOP UPR activ, Mdm2-MdmX inh, UPR XBP1 act, Gli-Sufu antag, CXCR6 inh, CCR6 antag, Jurkat NFkB inh, 697 NFkB inh, EBI2 block
# COC(=O)c1cc(OC(=O)c2ccc(=O)[nH]c2)cc(C(=O)OC)c1 reads 0.0, 10.1, -2.2, -8.4, 4.7, -10.4, -5.5, 11.3, -4.0
# CCCOC(=O)CSc1nnc(-c2ccc(Cl)cc2Cl)o1 reads -1.3, -0.7, -7.1, -0.5, 3.3, -21.3, -6.2, 17.3, 1.4
# O=C(NC1CCN(Cc2ccccc2)CC1)c1cccc(OC(F)F)c1 reads -0.3, -12.6, -4.0, 7.8, 2.6, 9.1, 0.6, 3.1, 2.7
# COc1ccc(C)cc1NC(=O)C(Sc1nnc(-c2cccs2)o1)c1ccccc1 (stereo not drawn) reads 1.3, -3.4, -1.6, -5.3, 2.4, 18.8, -12.7, -2.3, -2.0

# Other structures follow:
cpd	Compound	CHOP UPR activ	Mdm2-MdmX inh	UPR XBP1 act	Gli-Sufu antag	CXCR6 inh	CCR6 antag	Jurkat NFkB inh	697 NFkB inh	EBI2 block
26	Cc1occc1-c1nnc(SCC(=O)N(C)C)o1	1.3	-3.2	-0.1	-16.1	6.1	-10.0	-11.1	11.1	3.7
27	Cc1cccc(NS(=O)(=O)c2ccc(C)c(NS(=O)(=O)c3cccs3)c2)c1	-1.1	-0.6	-2.1	96.4*	8.6	4.9	5.8	18.4	5.9
28	CCOc1ccc(-n2c(=O)c3c4c(sc3n(CC(=O)NCc3ccco3)c2=O)CCC4)cc1	-1.4	72.8*	1.4	3.9	4.4	1.1	1.2	-15.4	-8.1
29	CN1CCN(CCC(=O)N/N=C/c2ccccn2)CC1	0.5	-24.6	3.2	-2.0	11.9	7.7	-13.2	-27.1	-8.8
30	CCCC1(c2ccccc2)NC(=O)N(CC(=O)Nc2sc(-c3ccccc3)cc2C(=O)OCC)C1=O (stereo not drawn)	1.3	77.1*	4.1	4.0	-3.2	6.4	3.2	14.0	15.1
31	CCC1(CC)NC(=O)N(CC(=O)OCC(=O)Nc2ccccc2OC(F)F)C1=O	0.8	3.1	-2.2	-1.5	-19.3	5.5	-7.4	-13.9	-5.7
32	O=c1[nH]c(=O)n(C2OC(CO)C(O)C2O)cc1Br (stereo not drawn)	1.5	1.6	0.3	14.1	1.7	14.2	7.0	13.6	-1.4
33	Cc1ccc(S(=O)(=O)Nc2cccc(C(=O)NCC3(N4CCCCC4)CCCCC3)c2)cc1F	0.9	19.6	-2.0	36.9	9.2	21.7	-12.2	-14.3	1.3
34	Cc1ccccc1NC(=S)NC(C)C(c1cccs1)N1CCOCC1 (stereo not drawn)	3.0	11.8	-3.5	4.1	4.7	8.9	-5.5	-13.4	-6.0
35	O=S(=O)(Nc1cccc(S(=O)(=O)N2CCOCC2)c1)c1cccs1	-1.8	23.8	-1.4	3.7	-7.0	13.9	-9.2	1.6	6.7
36	CCCc1nn(-c2cc(Cl)ccc2OC)c2c1C(=O)CC(C)(C)C2	0.1	17.6	-1.0	3.6	-2.5	9.4	-4.4	-14.6	8.1
37	CCN(CC)c1ccc(/C=C2\C(=N)N3N=C(CC(=O)N4CCOCC4)SC3=NC2=O)cc1	-1.3	11.0	1.8	-3.6	1.0	19.3	7.2	4.2	9.5
38	N#Cc1nc(-c2ccco2)oc1NCCc1ccccc1	3.1	0.3	1.4	1.9	0.7	11.5	-11.5	-6.5	3.4
39	CCOC(=O)CN(C(=O)c1ccccc1)c1ccccc1C	-1.0	-2.8	-1.5	-2.4	-3.8	3.4	-2.5	10.8	-1.5
40	Cc1nnc(Sc2cc(C(=O)NC3CC3)c3ccccc3n2)s1	1.0	-3.3	1.4	19.9	2.3	-2.8	9.7	6.6	-4.5
41	C[C@@H]1CN(S(=O)C(C)(C)C)[C@@H](CCO)/C1=C\c1ccccc1 (stereo partly drawn)	/	/	/	1.7	9.8	18.4	/	/	-11.1
42	O=C1Nc2ccccc2Nc2ccccc21	-2.3	-37.2	1.3	4.5	6.0	10.9	-16.4	3.9	-12.9
43	Cc1nc(CNC(=O)C2CCC(=O)N(CCc3ccc(Cl)cc3)C2)sc1C (stereo not drawn)	0.2	-0.1	-3.3	15.8	1.3	2.6	7.4	7.3	20.9
44	Cc1ccc(-c2csc(N3CCC[C@@H]3C(=O)NCCn3c(-c4ccncc4)nc4ccccc43)n2)cc1	1.6	41.3	-0.5	16.6	3.3	7.0	1.6	1.4	-5.7
45	CS(=O)(=O)N1CCc2cc(C(=O)Nc3ccccc3Cl)ccc21	5.1	-25.3	-1.5	-38.8	4.4	-1.9	-47.2	-47.3	-10.0
46	Clc1ccccc1Cc1noc(CN2CCCCC2c2ccccn2)n1 (stereo not drawn)	-0.9	-18.9	-0.2	-3.0	5.0	-5.2	-6.9	6.0	-4.7
47	COc1cc(CN2CCCC(C(=O)c3ccc(SC)cc3)C2)cc(Cl)c1O (stereo not drawn)	-0.5	-1.3	-3.7	33.1	3.5	17.3	-16.4	-42.1	5.1
48	O=C(Nc1ccc(N2CCN(C(=O)c3ccco3)CC2)cc1)c1ccccc1Br	-1.0	15.5	-3.9	4.0	5.1	8.0	8.8	-12.8	-2.2
49	CCN(Cc1nc(-c2ccccc2)no1)C(=O)c1ccco1	2.2	8.6	1.9	20.6	10.2	26.0	10.0	13.2	7.0
50	CCCc1cc(=O)[nH]c(SCC(=O)N(CC)C2CCS(=O)(=O)C2)n1 (stereo not drawn)	-1.8	4.6	-0.5	0.6	1.7	-7.1	-9.1	3.7	5.9
51	CCOc1cccc(OCCCCn2cnc3ccccc3c2=O)c1	-0.5	-13.6	-1.9	3.6	0.7	4.1	4.2	-2.3	-14.0
52	C=CCn1c(C)cc(-c2csc(NCC)n2)c1C	-0.4	-2.0	-4.9	28.3	0.3	22.3	6.3	-0.8	-0.8
53	COc1ccc2[nH]c3c(c2c1)CCN1C(=O)C(CC(=O)NCc2ccco2)C[C@H](C(=O)N2CCCCC2)[C@@]31C (stereo partly drawn)	1.4	25.5	0.5	5.1	-8.9	7.8	/	-0.3	-6.5
54	Cc1noc(C)c1NC(=O)N(C)C[C@H]1Oc2ccc(NC(=O)c3ccncc3)cc2C(=O)N([C@H](C)CO)C[C@@H]1C	1.6	7.4	-1.9	11.1	-7.6	1.6	1.3	10.2	-4.9
55	CNC(=O)C1CCN(S(=O)(=O)c2c(C)noc2/C=C/c2ccccc2F)CC1	-0.8	-20.8	2.0	-3.7	4.3	6.7	-8.3	-19.7	8.5
56	CC(C)OCCCNC(=O)c1cccs1	-0.7	13.0	-0.5	-8.4	1.9	8.0	-6.0	6.7	-12.0
57	CC(=O)Nc1ccc(C(=O)COC(=O)C2CCCCC2)c(F)c1	1.5	32.8	-4.4	-2.5	-4.9	1.1	2.6	20.6	-21.8

# Outcome played no part in choosing rows (roughly 5% active in at least one column).
